Screening data: PubChem, several laboratories
Arr AP2 block = blocks beta-arrestin peptide binding to AP2 adaptin | FITC-arrestin peptide / GST-AP2 beads, flow cytometry; AP2 beta2 appendage carries R879A mutation | 340,000 tested, 0.31% active | inhibition, % at 10 µM;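 active means inhibition above a set limit, near 3 SD of compounds lacking own fluorescence, cut at about 54% in these data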;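 further: plate controls were DMSO wells for no effect and 5 µM unlabelled arrestin peptide for full effect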
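System: GST-AP2 R879A glutathione beads; medium: PBS, Tween 20 0.05%, BSA 0.1%; reagent: fluorescein-tagged arrestin peptide at 50 nM final; schedule: pre-incubation 12 min, peptide binding 1 h, room temperature; detection: flow cytometry, FL1 (488/535 nm); read-out: inhibition as reduced fluorescein signal on beads, percent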
CAL PDZ FP-1 = CAL PDZ (human) peptide binding inhibition; purified CAL PDZ, TMR-peptide fluorescence polarization, 1 h; inhibition, % at 24.9 µM; 300,000 tested, 0.92% active; AID 602252;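 active means mean inhibition of at least 30% with at least half of replicates also reaching 30%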;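 further: 0% = DMSO neutral control and 100% = excess unlabeled competitor peptide PRC23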
Keap1-Nrf2 PPI = disrupts human Keap1 binding to Nrf2 peptide; inhibition, % at 9.4 µM; Keap1 Kelch-Nrf2 peptide fluorescence polarization, 1536-well; 340,000 tested, 0.15% active; Q14145; in the data active means inhibition above about 12%;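 further: human Keap1 Kelch domain with fluorescein labeled Nrf2 9mer peptide probe; 0% = neutral control wells and 100% = peptide positive control; higher means more block of Keap1 binding to Nrf2 peptide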
V-ATPase pHluor = yeast V-ATPase proton transport regulation by pHLuorin. S. cerevisiae, pHLuorin cytosolic pH fluorescence. response, % at 10 µM. 350,000 tested, 0.37% active; in the data active means response mostly above about 7.3%, no sharp cut-off; inactive means mostly below about 5.4%; further: actives read high; inactives centre near 0; some compounds called inactive have numbers as strong as hits
NSD2 HMT inh = blocks human histone methyltransferase NSD2; NSD2 peptide methylation, AlphaScreen, 120 min; inhibition, % at 12.5 µM; 310,000 tested, 0.54% active; in the data active means inhibition above about 50%
CAL PDZ FP-2 = inhibitors of human CAL PDZ peptide binding | inhibition, % at 20 µM | 330,000 tested, 0.02% active | purified CAL PDZ, TMR-peptide fluorescence polarization, 1 h | AID 504414;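 active means highest replicate inhibition of at least 40%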;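 further: plate controls were DMSO neutral control wells for no effect and unlabeled competitor peptide control wells for full effect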
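Test system: purified CerCALP PDZ construct; Compound dosing: one concentration, 20 µM compound; Also added: TMR-labelled reporter peptide T*-PRC34 bound in PDZ groove; Read-out: inhibition from polarization loss; Controls: unlabelled peptide and DMSO controls; Signal: FP readout, S and P plane fluorescence; Incubation: 1 h at RT.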
DSG3 Ab inh = human desmoglein-3 autoantibody binding inhibition; DSG3-coupled beads, scFv-anti-DSG3-GFP binding, flow cytometry; hits give low values; binding (percent of control), % at 10 µM; 310,000 tested, 0.48% active; AID 588358;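 active means binding more than 3 SD below its plate's average and above zero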;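 further: hits lower antibody fragment binding to DSG3; some compounds called inactive have numbers as strong as hits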
DAGLB inh = blocks human DAGLB lipase activity; HEK293T DAGLB membrane lysate, EnzChek fluorogenic substrate; inhibition, % at 5.17 µM; 340,000 tested, 0.059% active; in the data active means inhibition above about 34%;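 further: 0% = enzyme with vehicle and 100% = wells lacking enzyme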
Target sequence (Q8NCG7 whole entry, looked up): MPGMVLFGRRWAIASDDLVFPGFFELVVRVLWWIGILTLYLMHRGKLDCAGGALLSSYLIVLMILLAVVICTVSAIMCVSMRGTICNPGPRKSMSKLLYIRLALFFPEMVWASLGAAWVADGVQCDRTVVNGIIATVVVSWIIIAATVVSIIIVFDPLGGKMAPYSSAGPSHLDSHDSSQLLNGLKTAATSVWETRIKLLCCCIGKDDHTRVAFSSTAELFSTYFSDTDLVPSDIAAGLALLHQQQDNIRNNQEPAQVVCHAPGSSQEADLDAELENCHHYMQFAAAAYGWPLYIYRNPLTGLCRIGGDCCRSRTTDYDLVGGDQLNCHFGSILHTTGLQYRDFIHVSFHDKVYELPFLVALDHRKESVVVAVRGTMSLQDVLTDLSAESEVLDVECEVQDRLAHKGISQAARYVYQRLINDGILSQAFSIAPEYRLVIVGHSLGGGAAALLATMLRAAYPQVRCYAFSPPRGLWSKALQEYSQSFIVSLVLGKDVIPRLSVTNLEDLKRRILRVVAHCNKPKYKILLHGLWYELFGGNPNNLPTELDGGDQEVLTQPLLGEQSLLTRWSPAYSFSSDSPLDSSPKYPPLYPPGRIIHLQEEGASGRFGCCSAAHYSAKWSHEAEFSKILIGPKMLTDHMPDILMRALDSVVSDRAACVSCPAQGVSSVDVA
Cardiac RTF inh = cardiac RTF calcium desensitization; P19429+P45379; IANBD-labeled cardiac RTF, Ca2+ fluorescence; inhibition, % at 7.15 µM; 340,000 tested, 0.12% active;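 active means inhibition above the mean inhibition of all tested compounds plus 3 SD, cut at about 17% in these data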;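 further: assay run at fixed EC70 calcium of 1.6 mM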
LANA DNA inh = inhibitors of KSHV LANA C-terminal domain DNA binding | MBP-C-LANA/FAM-LBS DNA binding, fluorescence polarization | inhibition, % at 9 µM | 340,000 tested, 0.078% active | AID 504423;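 active means highest replicate inhibition at or above 60% at 9 µM, even if other replicates fall short; inactive means all replicates below 60% inhibition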;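 further: 0% = neutral control wells and 100% = 4 µM acridine orange control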
* marks the source's active call; other numbers are inactive results; . = not tested or not shown.

#1 CCN1C(=O)[C@H]2[C@@H](c3ccc(-c4cccc(Cl)c4)c(OC)c3)N[C@@](CC(C)C)(C(=O)OC)[C@H]2C1=O
#2 Cc1ccc(C(CNS(=O)(=O)c2cc(F)ccc2F)N2CCN(C)CC2)cc1 (stereo not given)
#3 COc1ccccc1C(=O)NCC(=O)OC(C)C(=O)NC(=O)NC1CCCCC1 (stereo not given)
#4 Cc1cc(O)ccc1NS(=O)(=O)c1ccc2c3c(cccc13)C(=O)N2
#5 C[C@H](CO)N1C[C@H](C)[C@@H](CN(C)S(=O)(=O)c2ccc(F)cc2)Oc2c(NC(=O)c3ccncc3)cccc2C1=O
#6 CC(=O)Nc1cccc(-c2cnc3ccccc3n2)c1
#7 COc1ccc(OCc2nc(N)nc(Nc3ccc(C)cc3)n2)cc1
#8 CCN1CCCc2cc(CN(CCN3CCOCC3)C(=S)Nc3cccc(C)c3)ccc21

Screen / compound no. | 1 | 2 | 3 | 4 | 5 | 6 | 7 | 8
Arr AP2 block | -1 | -16 | 3 | 18 | 19 | -3 | 25 | -7
CAL PDZ FP-1 | 1 | 0 | -2 | 18 | 7 | 1 | -2 | 53*
Keap1-Nrf2 PPI | -1 | -3 | -5 | 0 | -3 | -5 | 4 | 5
V-ATPase pHluor | 2 | 4 | 1 | -3 | 8 | 0 | -1 | -5
NSD2 HMT inh | . | 5 | -2 | 3 | . | 3 | -2 | 22
CAL PDZ FP-2 | -1.8 | -2.9 | -0.3 | -4.4 | -1.0 | -2.8 | -0.1 | -1.4
DSG3 Ab inh | 99 | 93 | 115 | 99 | 101 | 107 | 104 | 94
DAGLB inh | -13 | 0 | 3 | 3 | -2 | -1 | 4 | -2
Cardiac RTF inh | -5 | -5 | -5 | -2 | -4 | -12 | -23 | -13
LANA DNA inh | 1.1 | -0.1 | 0.7 | -0.1 | -0.3 | -1.4 | 0.1 | 1.3

#9 O=c1[nH]c(CN2CCCC2)nc2sc3c(c12)CCC3
#10 Cn1c(=O)c2nc(SCc3ccccc3)n(C)c2n(C)c1=O
#11 COc1ccc(C)cc1NC(=O)CCC(=O)Nc1nnc(C2CCCCC2)s1
#12 CCOc1ccc(NC(=O)c2cc([N+](=O)[O-])ccc2N2CCOCC2)cc1
#13 CN(C)/C=C1/N=C(c2ccccc2)OC1=O
#14 Cc1cc(C)nc(N2CCCC(C(=O)NCCc3ccccc3F)C2)n1 (stereo not given)
#15 O=C(Nc1nnc(S(=O)(=O)N2CCCC2)s1)c1ccccc1Br
#16 CCc1nnc(NC(=O)CSc2n[nH]c(-c3ccccc3O)n2)s1

Screen / compound no. | 9 | 10 | 11 | 12 | 13 | 14 | 15 | 16
Arr AP2 block | 39 | 44 | 12 | 6 | 7 | 10 | -1 | 19
CAL PDZ FP-1 | . | -4 | -4 | -2 | -4 | -7 | . | -2
Keap1-Nrf2 PPI | -1 | 0 | -1 | 2 | -3 | 2 | -7 | 0
V-ATPase pHluor | 1 | -1 | -1 | 2 | 4 | -1 | -2 | 1
NSD2 HMT inh | -1 | -12 | 11 | 6 | 2 | -1 | . | -2
CAL PDZ FP-2 | -1.6 | -0.5 | -2.8 | -0.1 | 0.1 | -0.7 | 0.3 | -0.8
DSG3 Ab inh | 96 | 100 | . | 122 | 103 | 147 | 110 | 99
DAGLB inh | 0 | -4 | 0 | 0 | -1 | 0 | -2 | 0
Cardiac RTF inh | 0 | 3 | -12 | 16 | -12 | -5 | -5 | 2
LANA DNA inh | -0.5 | -0.7 | -0.8 | 0.9 | -2.2 | -0.1 | -1.2 | -2.6

#17 CSCCC(NC(=O)c1ccco1)C(=O)NCCc1ccc(Cl)cc1 (stereo not given)
#18 Cc1cccc(C2c3[nH]c4ccccc4c3CCN2C(=O)c2noc3c2CCCC3)n1 (stereo not given)
#19 CCN(c1ccc(NC(=O)COC(=O)c2cc3ccccc3oc2=O)cc1)C(C)C
#20 C=CCOc1ccc(C(=O)N(Cc2ccc(N(C)C)cc2)C2CCS(=O)(=O)C2)cc1 (stereo not given)
#21 Clc1ccccc1OCCCCN1CCCC1
#22 COc1ccc(OC)c(C(c2nnnn2Cc2ccccc2)N2CCC(C(N)=O)CC2)c1 (stereo not given)
#23 CC(=O)c1ccc(Oc2nc(-c3cccnc3)nc3ccccc23)cc1
#24 O=C(CSc1nc2ccccc2c(=O)[nH]1)N1CCCCCC1

Screen / compound no. | 17 | 18 | 19 | 20 | 21 | 22 | 23 | 24
Arr AP2 block | 6 | -12 | -4 | 9 | -1 | -7 | 9 | 1
CAL PDZ FP-1 | 100* | -2 | -2 | -3 | -3 | -3 | -2 | -5
Keap1-Nrf2 PPI | -2 | -1 | -1 | -3 | -3 | -3 | -3 | -4
V-ATPase pHluor | -4 | 0 | 0 | 3 | 1 | 7 | -3 | 5
NSD2 HMT inh | 0 | 1 | 6 | 5 | 6 | -3 | 3 | -63
CAL PDZ FP-2 | -0.2 | -0.3 | -1.0 | . | -1.5 | -0.4 | -0.5 | -3.0
DSG3 Ab inh | 88 | 100 | 94 | 93 | 134 | . | 99 | 98
DAGLB inh | 0 | -3 | -2 | 4 | 1 | -2 | -5 | 1
Cardiac RTF inh | 0 | -3 | 1 | 1 | -5 | -4 | -4 | 5
LANA DNA inh | -1.5 | -0.2 | 0.4 | -0.3 | 0.3 | -0.2 | 0.1 | -0.6

#25 O=C(CN1CCN(Cc2ccccc2F)C1=O)NC1CCCC1
#26 Cc1ccc2cc(CNC(C)(C)C)c(=O)[nH]c2c1
#27 Cc1nc2ccc(N=NC3=C(O)CCCC3=O)cc2s1
#28 O=C(c1cnn2c(C(F)F)cc(-c3ccccc3)nc12)N1CCN2CCCC2C1 (stereo not given)
#29 Cc1ccc(NC(=O)Cc2ccc3c(c2)OCCO3)cc1S(=O)(=O)N1CCCCC1
#30 CCCNC(=S)NCCN1CCCCC1
#31 CC1=CC=CC2=NC(=O)CC(C)(C(=O)N(CC(=O)NC3CCCC3)c3ccc(F)cc3)N12 (stereo not given)
#32 COC(=O)c1ccc(S(=O)(=O)NNC(=O)c2ccc(S(=O)(=O)N3CCCCC3)cc2)cc1

Screen / compound no. | 25 | 26 | 27 | 28 | 29 | 30 | 31 | 32
Arr AP2 block | -16 | -1 | -6 | 3 | -18 | -6 | -1 | 10
CAL PDZ FP-1 | -1 | -2 | -6 | -3 | -2 | -4 | -5 | -3
Keap1-Nrf2 PPI | -7 | -3 | -6 | -4 | -1 | 3 | 1 | -3
V-ATPase pHluor | -6 | 8 | 3 | 4 | -2 | -3 | 2 | -4
NSD2 HMT inh | . | 0 | . | 3 | 0 | -3 | -3 | 7
CAL PDZ FP-2 | -1.7 | -0.5 | -2.7 | -0.5 | -1.1 | 0.1 | -0.5 | 0.3
DSG3 Ab inh | 94 | 96 | 103 | 108 | 94 | . | 95 | 98
DAGLB inh | -1 | -1 | 1 | -1 | -2 | -3 | -1 | 0
Cardiac RTF inh | -6 | -3 | -4 | -2 | -16 | -17 | -1 | 7
LANA DNA inh | 0.5 | 0.4 | 1.6 | -0.1 | 0.6 | 1.0 | 0.7 | 1.2

#33 Cc1cccc(NC(=O)Cn2c(=O)n(Cc3ccco3)c(=N)c3c4c(sc32)COC(C)(C)C4)c1
#34 N#CCCN(Cc1cccnc1)C(=S)NC(=O)c1ccc(S(=O)(=O)N2CCCC2)cc1
#35 COc1ccc(CN(C(=O)c2cc(=O)c3cc(C)cc(C)c3o2)C2CCS(=O)(=O)C2)cc1 (stereo not given)
#36 Cc1ccc(NC(=O)CCSc2nnc3ccccn23)cc1
#37 CCC(=O)Nc1ccc(Cl)c(NC(=O)C(C)C)c1
#38 CCOC(=O)C1CCCN(S(=O)(=O)c2c(C)[nH]c(C)c2C(=O)N2CCCC2)C1 (stereo not given)
#39 CN(C)S(=O)(=O)c1ccc(/C(O)=C2/C(=O)C(=O)N(CCN3CCCCC3)C2c2cccnc2)cc1 (stereo not given)
#40 CCn1c(CNc2ccc(C(=O)O)cc2)nc2ccccc21

Screen / compound no. | 33 | 34 | 35 | 36 | 37 | 38 | 39 | 40
Arr AP2 block | -16 | -15 | 45 | 23 | 4 | 1 | -5 | -5
CAL PDZ FP-1 | -2 | -2 | . | 2 | -6 | -4 | 0 | -2
Keap1-Nrf2 PPI | -4 | 0 | -3 | -2 | 5 | 3 | -3 | 3
V-ATPase pHluor | 2 | -2 | 0 | -3 | -1 | -3 | -4 | 1
NSD2 HMT inh | 1 | -1 | 0 | 0 | -8 | -1 | . | 0
CAL PDZ FP-2 | -1.4 | -1.4 | -7.7 | -2.0 | -2.0 | -1.6 | -3.2 | -2.3
DSG3 Ab inh | 109 | 122 | 103 | . | 85 | 101 | 101 | 101
DAGLB inh | -2 | 2 | -2 | -1 | 3 | 0 | 0 | 0
Cardiac RTF inh | -11 | -1 | -6 | 0 | 5 | 0 | -3 | -1
LANA DNA inh | -0.5 | -0.4 | 22 | -0.2 | 3.0 | 0.6 | 1.4 | 1.3

#41 CC(=O)c1cccc(NC(=O)c2cc(-c3ccncc3)nc3ccccc23)c1
#42 CCOc1ncccc1C(=O)N1CCN(c2cccc(C)c2C)CC1
#43 COc1ccc(/C=C2\CCOC2=O)cc1
#44 COc1ccc(OC)c(C(C)NC(C)=O)c1 (stereo not given)
#45 CCOC(=O)C=Cc1ccc(C(=O)OCC)[nH]1
#46 CCOC(=O)N1CCN(S(=O)(=O)c2ccc3c(c2)SC(C)C(=O)N3)CC1 (stereo not given)
#47 CN(C)S(=O)(=O)c1ccc(N2CCCC2)c(C(=O)NC2CCCCC2)c1
#48 COc1ccc(C(=O)NCC(=O)OCc2c(Cl)cccc2Cl)cc1OC

Screen / compound no. | 41 | 42 | 43 | 44 | 45 | 46 | 47 | 48
Arr AP2 block | -1 | 14 | 15 | 0 | . | -1 | 1 | 36
CAL PDZ FP-1 | -3 | -1 | -4 | -4 | . | -1 | -2 | -1
Keap1-Nrf2 PPI | -3 | -3 | 1 | 3 | . | 1 | -3 | 1
V-ATPase pHluor | -3 | 1 | -2 | -4 | -2 | 1 | -4 | 11
NSD2 HMT inh | -3 | 6 | -3 | -2 | -1 | -2 | 1 | -1
CAL PDZ FP-2 | -2.5 | -1.4 | 1.0 | -1.0 | . | -1.5 | -1.7 | -2.4
DSG3 Ab inh | . | 84 | . | 89 | 104 | 103 | . | 101
DAGLB inh | 0 | -4 | 0 | -1 | 4 | -1 | -1 | 1
Cardiac RTF inh | 1 | -9 | 8 | -2 | . | 8 | -3 | -2
LANA DNA inh | -0.2 | 0.4 | -2.3 | -0.1 | . | -1.5 | 1.6 | 4.4

The list is partial (hit frequency here may not be typical).
